MLL CXXC-DNA inh: MLL CXXC-DNA interaction inhibition; AID 2662; MLL-CXXC / FITC-HOXA9 DNA fluorescence polarization; Potency, µM (doses to about 115 µM), for inactives: at the highest dose activity change, negative = inhibition, most hits filed as inhibitors; 290,000 tested, 0.037% active; active means well fitted inhibition curve with a large enough effect in the polarisation, with a control signal flat, not every such curve was filed as active; inconclusive means small, poorly fitted or top-dose-only effect, or effect the other way, or a change in a side signal; inactive means no such curve, though single readings can be large or run the other way; the % refers to the polarisation; further: potency means the concentration at half of the fitted maximal effect
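Purified MLL-CXXC (added from a 7 uM solution) was preincubated 5 min at ambient with pinned compounds in 50 mM Tris-HCl pH 7.5, 50 mM NaCl, 1 mM DTT, 0.05% BSA. Fluorescein-labeled HOX-A9 DNA (50 nM solution) followed, 30 min, then polarization read.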
KCNH2 3.1 inh: blocks the human KCNH2 3.1 channel isoform. activity change, % (tested at about 1.8 µM). AID 720553. 340,000 tested, 0.95% active. U2OS KCNH2 3.1, thallium flux FluxOr; active compounds read low;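 active means maximum activity change below -70%; inconclusive means maximum activity change from -70% to -50%; inactive means maximum activity change above -50%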;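 further: thallium influx rate constant from kinetic fluorescence after stimulation buffer; on the % scale 0 is the no-effect control and ±100 the full control effect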
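We transduce U2OS cells with the mutant 3.1 virus, culture them overnight, load FluxOr with Red40 quencher for 45 min, then add stimulation buffer and read kinetically for 2 min to derive a normalized rate constant.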
KCNH2 WT inh: inhibitors of human wildtype KCNH2 potassium channel. activity change, % at 1.84 µM. 340,000 tested, 0.37% active. Q12809. AID 720551. U2OS, BacMam KCNH2, thallium flux FluxOr; active compounds read low;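 active means maximum activity change below -70%; inconclusive means maximum activity change between -70% and -50%; inactive means maximum activity change above -50%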; further: on the % scale 0 is the no-effect control and ±100 the full control effect
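U2OS cells transduced with wild-type KCNH2 virus are loaded with FluxOr dye for 45 min, and thallium flux is measured in kinetic reads before and after stimulation buffer. Rate constants are normalized to DMSO controls.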
TRPV1 agonist: agonists of human vanilloid receptor 1 (TRPV1); 320,000 tested, 0.19% active; TRPV1-expressing cells, Fluo-8 calcium influx, agonist mode; Q8NER1; AID 540275; activation, % at 8.33 µM; in the data active means activation above about 80%; inconclusive means between about 30% and that limit; further: 0% is about no effect
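TRPV1-expressing cells were cultured overnight at 35.5C and loaded with Fluo-8 calcium dye for 40 to 90 min at room temperature. After a 10 s baseline, compound was added and calcium influx was read kinetically for 3 min (ex 480/em 520 nm).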
Coupling enz: inhibits coupling enzyme system, counter-screen for aldolase hits; activity change, negative = inhibition, % at 58.2 µM, hits read low; coupling enzyme system counterscreen, AmpLite Red fluorescence; 290,000 tested, 0.67% active; in the data active means activity change below about -30%; further: on the % scale 0 is the no-effect control and ±100 the full control effect
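Coupling enzymes only (glyceraldehyde-3-phosphate) + compound, at 57.5 uM final, 10 min RT; add substrate/coupling/AmpLite Red mix, 20 min RT; fluorescence ex 525/em 598 nm. Actives flag coupling-system interference.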
PKM2 act: PKM2 (human) enzyme activation | AID 1631 | purified PKM2, Kinase-Glo ATP luminescence, activation; response scale: 0% is enzyme alone, no compound | Potency, µM (titrated, usually from 57.5 µM), inactives show at the top dose activation, actives largely listed as activators | P14618 | 260,000 tested, 0.34% active; further: potency means the concentration at half of the fitted maximal effect; on the % scale 0 is the no-effect control and ±100 the full control effect; nearly all actives have a fitted effect of over 55% in size
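Purified hPK-M2 (>95%) run at intermediate activity with 0.1 mM ADP and 0.5 mM PEP in 50 mM imidazole pH 7.2, KCl, MgCl2; 1 h room temperature. ATP formed read by Kinase-Glo luminescence; normalized to uninhibited and no-enzyme controls.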
Giardia killer: kills Giardia lamblia. AID 540267. Giardia lamblia trophozoite viability. 340,000 tested, 0.15% active. activity change, % at 7.66 µM, hits read low; in the data active means activity change below about -80%; inconclusive means between about -30% and that limit;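 further: parasites exposed to compound for two days anaerobically before the ATP read; on the % scale 0 is the no-effect control and ±100 the full control effect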
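Luminescent ATP signal served as the viability read-out, measured 15-30 min after adding ATP detection reagent to trophozoites that had been incubated with compounds for 48 hrs at 37 deg C anaerobically at 100 cells/well.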
USP2a inh: USP2a (human) protease inhibition | Potency, µM (titrated, usually from 38.3 µM), without a hit: at the top dose activity change, negative = inhibition, actives largely listed as inhibitors | AID 463254 | USP2 core, Ub-CHOP2 coupled fluorogenic reporter, 485/531 | 330,000 tested, 0.01% active | O75604;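 further: potency means the concentration at half of the fitted maximal effect; plate controls were DMSO wells for no effect and full inhibition by NEM control for full effect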
Target sequence (O75604 whole entry, looked up): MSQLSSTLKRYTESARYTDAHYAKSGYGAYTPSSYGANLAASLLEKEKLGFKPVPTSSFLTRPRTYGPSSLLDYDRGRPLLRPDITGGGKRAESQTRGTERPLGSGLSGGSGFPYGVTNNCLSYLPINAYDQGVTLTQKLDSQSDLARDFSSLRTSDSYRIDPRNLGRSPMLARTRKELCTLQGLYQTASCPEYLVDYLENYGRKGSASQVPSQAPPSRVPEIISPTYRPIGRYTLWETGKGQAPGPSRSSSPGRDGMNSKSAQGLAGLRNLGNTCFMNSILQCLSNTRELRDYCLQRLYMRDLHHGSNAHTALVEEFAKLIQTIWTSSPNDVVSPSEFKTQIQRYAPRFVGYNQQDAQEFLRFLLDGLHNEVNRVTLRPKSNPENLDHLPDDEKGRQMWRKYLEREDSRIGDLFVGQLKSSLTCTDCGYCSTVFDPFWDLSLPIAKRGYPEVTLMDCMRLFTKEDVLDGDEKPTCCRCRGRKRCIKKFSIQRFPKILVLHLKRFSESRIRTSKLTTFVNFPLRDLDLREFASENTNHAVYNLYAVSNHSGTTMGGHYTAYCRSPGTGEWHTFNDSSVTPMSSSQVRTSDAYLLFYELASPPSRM
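USP2 core (10nM final) preincubated 30min RT with compound in 20mM Tris-HCl pH 8.0, 2mM CaCl2, 2mM beta-mercaptoethanol, 0.05% CHAPS; 25nM Ub-CHOP2 plus 25nM reporter substrate added, fluorescence (Ex485/Em531) read after 60min.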
GALK inh: galactokinase (human) inhibition. P51570. Purified GALK, Kinase-Glo residual ATP luminescence. 270,000 tested, 0.007% active. Potency, µM (highest dose often 57.5 µM), without a hit: at the top dose activity change, negative = inhibition, hits mostly inhibitors. AID 1868; further: potency means the concentration at half of the fitted maximal effect; on the % scale 0 is the no-effect control and ±100 the full control effect
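Kinase-Glo Plus luminescence measured ATP left after a 1 h room-temperature reaction. The reaction used 5 nM GALK, 100 uM galactose and 35 uM ATP at pH 8.0 (20 mM HEPES, 5 mM MgCl2, 60 mM NaCl, 1 mM DTT, 0.01% BSA).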
Menin-MLL TR inh: displaces Texas Red mutant MLL peptide from human menin; Potency, µM (highest dose often 61.6 µM), inactives show top-dose FP activity change, negative = inhibition, most hits filed as inhibitors; O00255; Menin + Texas Red MLL mutant peptide, fluorescence polarization; 270,000 tested, 0.23% active; active means well fitted inhibition curve with a large enough effect in the polarisation, with a control signal flat, not every such curve was filed as active; inconclusive means small, poorly fitted or top-dose-only effect, or effect the other way, or a change in a side signal; inactive means no such curve, though single readings can be large or run the other way; the % refers to the polarisation; further: potency means the concentration at half of the fitted maximal effect; % of control where 0% means no effect; many of its hits are not listed in these tables
B2AR arrestin: recruits beta-arrestin to the human beta2-adrenergic receptor. Potency, µM (top dose mostly 46.1 µM), for inactives: at the top dose activation, hits mostly activators. AID 492947. 330,000 tested, 0.02% active. P07550. beta-arrestin recruitment to beta2AR, cell-based reporter;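 further: potency means the concentration at half of the fitted maximal effect; 0% = DMSO controls and full agonism = EC100 isoproterenol or metaproterenol; nearly all actives have a fitted effect of over 65% in size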
* hit, by the source's call; u = inconclusive; x = no result given; & = joins results of further samples. Unless noted, the call rests on the fitted dose curve; in most records, active means well fitted curve in the direction sought with a large enough effect; inconclusive means small, poorly fitted or top-dose-only effect, or another doubt; inactive means no such curve, though single readings can be large; an effect the other way counts as inactive or inconclusive. An excerpt (hit frequency here may not be typical).

mol	MLL CXXC-DNA inh	KCNH2 3.1 inh	KCNH2 WT inh	TRPV1 agonist	Coupling enz	PKM2 act	Giardia killer	USP2a inh	GALK inh	Menin-MLL TR inh	B2AR arrestin
COc1ccc(C[C@H]2COC(=O)[C@@H]2Cc2ccc(OC3OC(CO)C(O)C(O)C3O)c(OC)c2)cc1OC (some centres not stated)	4.4%	-3.3	4.4	-1.4	1.2	-2.0%	20.7	3.4%	x	0.0%	-1.4%
CCc1ccc(CCOc2ccc(CC3SC(=O)NC3=O)cc2)nc1 (configuration not stated)	16.1%	2.7	-11.6	x	9.8	x	5.2	x	x	-1.3%	x
NC1CCN(c2nc3c(cc2F)c(=O)c(C(=O)O)cn3-c2ccc(F)cc2F)C1 (configuration not stated)	u	19.2	-8.3	x	x	x	-17.6	x	x	3.9%	x
O=C(O)c1cccnc1Nc1cccc(C(F)(F)F)c1	8.9%&-8.4%	-9.4	-0.6	1.1	16.3&16.4&6.5	0.8%	-22.0	3.0%	2.3%	u	3.2%
COC(=O)C1=CO[C@@H](O[C@@H]2O[C@H](CO)[C@@H](O)[C@H](O)[C@H]2O)C2C1C[C@H](O)[C@@H]2C (some centres not stated)	x	-9.6	2.1	2.3	x	x	-3.4	3.2%	x	x	0.0%
COc1cc([C@@H]2Oc3cc(C4Oc5cc(O)cc(O)c5C(=O)[C@H]4O)ccc3O[C@H]2CO)ccc1O (some centres not stated)	x	-6.4	3.7	-0.7	x	x	-1.0	1.2%	x	x	-0.1%
CCn1cc(C(=O)O)c(=O)c2cnc(N3CCNCC3)nc21	4.7%	x	x	1.8	2.5&3.1&-0.1	4.7%	x	-2.4%	4.6%	1.8%	0.2%
CCCCCC(=O)O[C@]1(C(C)=O)CC[C@H]2[C@@H]3CCC4=CC(=O)CC[C@]4(C)[C@H]3CC[C@@]21C	-5.9%	-7.6	3.0	11.6	-4.7	-0.8%	19.7	0.3%	4.8%	u	-1.3%

An excerpt of these results, with two lines to a compound:
Each structure is followed by: MLL CXXC-DNA inh | KCNH2 3.1 inh | KCNH2 WT inh | TRPV1 agonist | Coupling enz | PKM2 act | Giardia killer | USP2a inh | GALK inh | Menin-MLL TR inh | B2AR arrestin
COC(=O)C1=CO[C@@H](O[C@@H]2O[C@H](CO)[C@@H](O)[C@H](O)[C@H]2O)C2C1C[C@H](O)[C@@H]2C (some centres not stated)
    x | -9.6 | 2.1 | 2.3 | x | x | -3.4 | 3.2% | x | x | 0.0%
COc1cc([C@@H]2Oc3cc(C4Oc5cc(O)cc(O)c5C(=O)[C@H]4O)ccc3O[C@H]2CO)ccc1O (some centres not stated)
    x | -6.4 | 3.7 | -0.7 | x | x | -1.0 | 1.2% | x | x | -0.1%
CCn1cc(C(=O)O)c(=O)c2cnc(N3CCNCC3)nc21
    4.7% | x | x | 1.8 | 2.5&3.1&-0.1 | 4.7% | x | -2.4% | 4.6% | 1.8% | 0.2%

4 entries out of the list above, sorted by the number in MLL CXXC-DNA inh, largest number first:
Compound | MLL CXXC-DNA inh | TRPV1 agonist | USP2a inh | GALK inh | Menin-MLL TR inh | B2AR arrestin
CCc1ccc(CCOc2ccc(CC3SC(=O)NC3=O)cc2)nc1 (configuration not stated) | 16.1% | x | x | x | -1.3% | x
CCn1cc(C(=O)O)c(=O)c2cnc(N3CCNCC3)nc21 | 4.7% | 1.8 | -2.4% | 4.6% | 1.8% | 0.2%
COc1ccc(C[C@H]2COC(=O)[C@@H]2Cc2ccc(OC3OC(CO)C(O)C(O)C3O)c(OC)c2)cc1OC (some centres not stated) | 4.4% | -1.4 | 3.4% | x | 0.0% | -1.4%
CCCCCC(=O)O[C@]1(C(C)=O)CC[C@H]2[C@@H]3CCC4=CC(=O)CC[C@]4(C)[C@H]3CC[C@@]21C | -5.9% | 11.6 | 0.3% | 4.8% | u | -1.3%

Bioassay records: PubChem BioAssay, National Center for Advancing Translational Sciences (NCATS)
